IDE cell activ: human IDE activators in live cells, primary screen, fluorescence polarization, HEK cells, FAbeta-B substrate; FAbeta-B cleavage; 0% vehicle, 100% cell-free pure enzyme wells; hit rate 0.073% among 340,000; Insulin-degrading enzyme (Homo sapiens), P14735; activation, % at 5.96 µM; AID 493087, 2011;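 active = activation above the mean of all tested compounds plus 3 SD, set per screening campaign, cut at about 17% in these data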
Target sequence (P14735 whole entry, looked up): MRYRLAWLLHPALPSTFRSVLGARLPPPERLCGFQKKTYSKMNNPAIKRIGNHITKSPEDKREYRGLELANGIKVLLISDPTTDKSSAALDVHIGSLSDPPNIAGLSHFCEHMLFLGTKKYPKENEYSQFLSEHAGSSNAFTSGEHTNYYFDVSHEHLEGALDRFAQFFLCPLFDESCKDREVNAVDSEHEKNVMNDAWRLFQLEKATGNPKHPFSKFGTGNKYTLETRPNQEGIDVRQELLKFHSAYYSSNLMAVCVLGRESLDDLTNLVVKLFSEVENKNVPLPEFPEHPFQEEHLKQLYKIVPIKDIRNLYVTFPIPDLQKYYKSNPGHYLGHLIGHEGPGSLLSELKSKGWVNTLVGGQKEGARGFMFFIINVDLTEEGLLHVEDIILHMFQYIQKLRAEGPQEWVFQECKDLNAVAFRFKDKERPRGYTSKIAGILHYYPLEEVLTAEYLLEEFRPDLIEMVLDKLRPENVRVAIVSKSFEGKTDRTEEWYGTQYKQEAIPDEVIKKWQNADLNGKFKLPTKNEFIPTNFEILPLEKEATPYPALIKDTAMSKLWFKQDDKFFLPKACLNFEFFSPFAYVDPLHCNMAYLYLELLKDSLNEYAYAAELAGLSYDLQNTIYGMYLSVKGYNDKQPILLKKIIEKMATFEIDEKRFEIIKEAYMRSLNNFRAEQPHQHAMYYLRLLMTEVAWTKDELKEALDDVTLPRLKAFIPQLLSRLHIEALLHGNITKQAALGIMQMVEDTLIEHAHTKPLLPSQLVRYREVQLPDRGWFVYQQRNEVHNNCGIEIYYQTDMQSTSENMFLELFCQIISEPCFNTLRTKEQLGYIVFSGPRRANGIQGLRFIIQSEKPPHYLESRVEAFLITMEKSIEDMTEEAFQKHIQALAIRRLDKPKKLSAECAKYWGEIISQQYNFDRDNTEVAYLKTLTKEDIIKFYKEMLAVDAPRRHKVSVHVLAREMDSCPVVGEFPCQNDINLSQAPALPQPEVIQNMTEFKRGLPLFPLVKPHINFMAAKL
HCV NS3 hel inh: inhibitors of HCV NS3 helicase, primary screen, biochemical, Cy5 molecular beacon fluorescence; hit rate 0.56% among 290,000; inhibition, % at 10.9 µM; NS3 helicase DNA unwinding; AID 1800, 2009;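 active = inhibition above the mean of all tested compounds plus 3 SD, set per campaign, cut at about 35% in these data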;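 also: 0% = DMSO wells and 100% = thioflavine S control wells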
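Measured by: Cy5 fluorescence, 0 and 60 min reads / Assay system: NS3 helicase fragment of HCV / Control set: low DMSO, high thioflavine S at 110 µM / Times: 1 h reaction at 25 °C, ATP-initiated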
VIM-2 inhibitor: VIM-2 metallo-beta-lactamase inhibitors, primary screen, biochemical, epi-absorbance readout, Pseudomonas aeruginosa enzyme; hit rate 0.89% among 290,000; purified VIM-2, nitrocefin hydrolysis, epi-absorbance fluorescence; inhibition, % at 5.6 µM;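 active = inhibition above the mean of all tested compounds plus 3 SD, cutoff set per screening run, cut at about 7.5% in these data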;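 also: red hydrolysis product quenches plate fluorescence so inhibitors raise well fluorescence; 0% = enzyme with DMSO and 100% = DMSO without enzyme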
SUMO HTRF inh: inhibitors of in vitro SUMOylation cascade, primary screen, biochemical, HTRF, uHTS | HTRF SUMOylation assay, SAE1/SAE2 + UBC9 | inhibition, % at 35 µM | hit rate 0.36% among 290,000; in the data active = inhibition above about 50%, passing the limit was not always enough; also: strong numbers were not always called active
IDE cell inh: human IDE inhibitors in live cells, primary screen, fluorescence polarization, HEK cells, FAbetaB substrate | Insulin-degrading enzyme (Homo sapiens), P14735 | FAbetaB cleavage | inhibition, % at 5.59 µM | hit rate 0.41% among 320,000;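 active = percent inhibition above the average of all tested compounds plus 3 SD, set per screening campaign, cut at about 16% in these data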;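 also: IDE supplied by intact live HEK cells; FP after avidin binding of uncleaved biotin substrate so inhibition keeps polarization high; 0% = DMSO wells and 100% = 60 µM reference IDE inhibitor Ii1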
PfM18AAP inh: PfM18AAP inhibitors, malaria aminopeptidase, primary screen, biochemical, QFRET, recombinant enzyme. H-Glu-NHMec fluorogenic cleavage. M18 aspartyl aminopeptidase (Plasmodium falciparum 3D7). hit rate 1.2% among 290,000. inhibition, % at 7.35 µM;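 active = inhibition above the campaign mean inhibition over all tested compounds plus 3 SD, cut at about 28% in these data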;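 also: 0% = plate median of test compound wells and 100% = 2 mM ZnCl2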
pCIP destab: p/CIP-EGFP fusion destabilizers, primary screen, fluorescence, F442A cells. decrease of EGFP signal, % at 10 µM. Q05BA5. AID 1984, 2009. 16 h. hit rate 0.01% among 290,000;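 active = EGFP signal decrease of at least 30% at 10 µM or well 3 SD below plate mean, unless failing retest; inactive = the rest, including hits failing retest or dose response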; also: some compounds called inactive have numbers as strong as hits; many of its hits are not listed in these tables
FID counter: compounds displacing fluorescent DNA intercalator, primary screen, artefact control for HCV NS3 helicase inhibitor project, biochemical, FID fluorescence | DNA fluorescent intercalator displacement | AID 1845, 2009 | inhibition, % at 7.9 µM | hit rate 0.17% among 290,000; in the data active = inhibition above about 37%;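 also: 0% = vehicle and 100% = reference compound; higher means more ethidium bromide displaced from hairpin DNA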
IMP-1 inh: IMP-1 metallo-beta-lactamase inhibitors, primary screen, biochemical, epi-absorbance readout, Pseudomonas aeruginosa enzyme. AID 1556, 2009. purified IMP-1, nitrocefin hydrolysis, epi-absorbance fluorescence. inhibition, % at 5.6 µM. metallo-beta-lactamase IMP-1 (Pseudomonas aeruginosa). hit rate 0.45% among 290,000;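 active = inhibition above the mean plus 3 SD of all compounds in the same screening run, cut at about 4.5% in these data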;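 also: 0% = IMP-1 with DMSO and 100% = DMSO wells lacking enzyme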
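System: purified IMP-1 / Input: IMP-1 dispensed at 0.2 nM / Medium: 50 mM HEPES pH 7.1, 50 µM ZnSO4, 0.05% Brij 35 / Timing: 15 min enzyme–compound preincubation, then 25 min nitrocefin reaction, 25 °C / Technique: plate fluorescence quenching by hydrolysis product, ex 480/em 530 nm / Repeats: singlicate testing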
An asterisk follows results filed as active; x = no result given.

SMILES | IDE cell activ | HCV NS3 hel inh | VIM-2 inhibitor | SUMO HTRF inh | IDE cell inh | PfM18AAP inh | pCIP destab | FID counter | IMP-1 inh
COC(=O)c1sccc1NC(=S)N1CC(C)CC(C)C1 (configuration not stated) | 8 | 1 | -1.3 | -13 | 3 | -4 | -11 | -6 | -1.6
CCOC(=O)c1ccc(N=c2sc(C(=O)OC)cc(=O)n2Cc2ccc3c(c2)OCO3)cc1 | -6 | -2 | -3.6 | 2 | 3 | 0 | -6 | 0 | -7.9
CCOc1ccc(N(CC)C(=O)CCS(=O)(=O)c2cccc3nonc23)cc1 | -2 | -7 | -1.3 | 14 | -3 | -2 | -4 | -26 | -3.5
CCOC(=O)C1CCCN(C(=O)c2cc3c(C)nc4ccccc4c3o2)C1 (configuration not stated) | -9 | 12 | 7.9* | -5 | 0 | 6 | 3 | -31 | -4.9
CCc1cccc(C)c1NC(=O)CC(C)(C)CC(=O)O | -3 | -4 | 0.7 | 21 | 0 | -14 | -10 | 1 | -0.4
COc1ccc(NC(=O)COC(=O)CNC(=O)c2cc(OC)c(OC)c(OC)c2)cc1 | -4 | 5 | -3.2 | -5 | 0 | -12 | 1 | -13 | -1.1
CC(C(=O)Nc1ccccc1)C(=O)Nc1ccccc1 | -1 | 21 | 0.8 | -15 | 5 | -1 | 14 | -3 | 0.2
CCOc1ccc(Nc2cc(=O)oc3ccccc23)cc1 | 1 | -4 | -1.4 | 21 | 1 | 0 | 3 | -2 | -1.9
Cc1cc(C)cc(NC(=O)CCc2c(C)nn(-c3ccc(N4CCCCC4)nn3)c2C)c1 | 11 | -31 | -3.7 | -9 | -3 | -1 | -5 | -56 | -3.5
Nc1cc(N)nc(SCC(=O)N2CCN(S(=O)(=O)c3ccccc3)CC2)n1 | 4 | 2 | -2.0 | 18 | 6 | 4 | 0 | -14 | -3.4
COc1cc(O)c(C(CC(=O)N2CCCCC2)c2ccc3c(c2)OCO3)c(OC)c1 (configuration not stated) | -4 | x | x | 11 | -3 | x | -13 | x | x
CCN(CC(=O)NCc1cccs1)S(=O)(=O)c1ccc(C(C)C)cc1 | 4 | 2 | -2.6 | -22 | 4 | -3 | 4 | -19 | 0.1
COc1ccc(-c2nnn(-c3cc(Cl)cc(Cl)c3)c2N)cc1 | -1 | 0 | -1.6 | 11 | 3 | 3 | 5 | -7 | -2.0
O=C(C[n+]1cccc(Br)c1)c1cccs1 | 4 | 11 | 0.4 | -11 | -1 | -6 | 9 | -2 | 1.0
Cc1cc(C)c2c(-n3cccc3)nn(C)c2n1 | 3 | 7 | -2.7 | 11 | -1 | 3 | -20 | 1 | -0.6
COC(=O)c1c(-c2c(Cl)cccc2Cl)noc1C(=O)NN | 6 | 10 | -0.1 | 2 | 4 | 3 | -1 | -23 | -1.2
COc1ccc(CCN2CNc3c(c(=O)n(C)c(=O)n3C)C2)cc1OC | 2 | -4 | -3.0 | 9 | 1 | -14 | -14 | 0 | -4.4
O=C(/C=C/c1ccccc1)NCCc1nc2ccccc2[nH]1 | -2 | -4 | -3.8 | -4 | 2 | 2 | -2 | -2 | -3.7
CCN(CC)S(=O)(=O)c1ccc(N2CCCC2)c(C(=O)OCC(=O)/C(C#N)=C(\C)N)c1 | -1 | -17 | -2.5 | -5 | 5 | 0 | 6 | -26 | -1.5
Cc1occc1C(=O)NNC(=O)c1ccccc1[N+](=O)[O-] | 8 | 7 | -2.6 | 15 | 0 | -14 | -12 | -5 | -1.9
Cc1ccnc(N2C(=O)c3ccccc3C2O)c1 (configuration not stated) | 6 | 5 | 0.2 | 2 | 0 | 0 | 0 | -1 | -2.7
Cc1c(CN(C)C(=O)c2nn(C)cc2[N+](=O)[O-])cnn1C | 1 | -2 | -1.5 | 11 | 4 | -9 | -10 | -1 | -2.3
CCc1nnc(N/N=C/c2c(F)cccc2Cl)n1N | -5 | 13 | -3.0 | 4 | 2 | 14 | -7 | 1 | -2.8
CCOC(=O)C1(CC)NC(c2ccco2)C2C(=O)N(C)C(=O)C21 (configuration not stated) | -3 | -7 | -1.6 | 2 | -2 | -6 | -14 | -1 | -0.9
CC(=O)Nc1ccc(S(=O)(=O)N2CCSC2C(=O)O)cc1 (configuration not stated) | -5 | -1 | -3.2 | 20 | 5 | 4 | -13 | 2 | -2.3
Following part.
SMILES | IDE cell activ | HCV NS3 hel inh | VIM-2 inhibitor | SUMO HTRF inh | IDE cell inh | PfM18AAP inh | pCIP destab | FID counter | IMP-1 inh
CCC(=O)N(C1=C(NC(C)C)C(=O)c2ccccc2C1=O)C(C)C | 3 | -2 | -1.9 | 9 | 2 | 4 | -3 | -5 | -2.8
Cc1cccn2c(=O)c(C=Nc3ccccc3)c(NCc3ccco3)nc12 | -2 | 11 | 2.3 | 15 | -3 | -3 | -4 | 1 | -1.8
CCCOc1cccc(C(=O)Nc2ccc3c(c2)OCCO3)c1 | 3 | 2 | -2.4 | 5 | 1 | 2 | -10 | -22 | -2.4
CC(C)COC(=O)c1cc(=O)[nH]c2ccccc12 | -2 | -3 | 2.9 | 15 | 5 | 0 | 5 | -4 | -0.2
CC12CCC(C(=O)Nc3ccncc3)(CC1O)C2(C)C (configuration not stated) | 7 | 7 | -2.0 | 20 | 0 | -15 | -8 | -4 | -1.2
CC1=Nn2c(nnc2-c2ccco2)SC1 | -2 | 2 | -0.3 | 20 | 0 | 3 | -10 | -2 | -1.4
COc1nc(C)ccc1-c1noc(-c2ccco2)n1 | 2 | 6 | 1.9 | 2 | -1 | 1 | -3 | -9 | -0.4
O=C(COc1ccc(-c2nnco2)cc1)N1CCN(S(=O)(=O)c2ccc3ccccc3c2)CC1 | 6 | -5 | -1.5 | -7 | 4 | -7 | -4 | -24 | -1.8
O=C(CNS(=O)(=O)c1ccc(Br)cc1)NCc1cccnc1 | 0 | 5 | 0.2 | 10 | -5 | -11 | -3 | -4 | -1.2
CCCCc1ccc(NC(=O)CSc2nc3ncccc3[nH]2)cc1 | 0 | 4 | -5.5 | -52 | -5 | 0 | -29 | -11 | -3.4
CCOC(=O)c1csc(NC(=O)CSc2nnnn2-c2ccc(OC)cc2)n1 | 1 | 3 | -4.8 | 11 | 4 | -4 | -12 | -3 | -3.4
CC(c1ccccc1F)n1cc(C(=O)NCCc2ccco2)nn1 (configuration not stated) | 2 | 11 | -5.5 | 12 | -4 | 3 | 10 | -11 | -4.4
COc1ccc(C(=O)c2ccc(N(C)C)cc2)c(OC)c1 | -1 | -2 | -1.4 | -23 | -1 | 2 | -3 | -15 | -0.5
Cc1ccc(C(C)n2cc(C(=O)NCc3ccccn3)nn2)cc1 (configuration not stated) | 9 | -2 | -3.3 | 8 | 4 | 13 | -7 | -25 | -3.0
COc1cccc(N2CCN(C(=O)CCC(=O)N3CCOc4ccc(C)cc43)CC2)c1 | -3 | 3 | -3.1 | 13 | 5 | 12 | -4 | -50 | -3.0
CC1CCCN(C(=O)Cn2c(=O)oc3cc(S(=O)(=O)N4CCCCC4)ccc32)C1 (configuration not stated) | 6 | -8 | -2.6 | -3 | 1 | 2 | 2 | -33 | -4.4
O=c1cc(CN2CCN(c3ccccc3)CC2)nc2scc(-c3ccccc3)n12 | 1 | 13 | 6.9 | 19 | 5 | -12 | 23 | -20 | -0.1
COc1ccc(N2CCN(c3cc(=O)n(Cc4ccc(F)cc4)c(=O)[nH]3)CC2)cc1 | 0 | 2 | 3.5 | 3 | 1 | 9 | -3 | -28 | 1.1
CCOC(=O)C1CCCN(c2c(N3CCN(C4CCCCC4)CC3)c(=O)c2=O)C1 (configuration not stated) | 6 | 4 | -3.2 | -1 | 5 | 3 | -7 | -12 | -3.8
O=C(O)c1cc(S(=O)(=O)Nc2ccc(N3CCCCC3)cc2)ccc1Cl | -2 | 7 | -2.2 | -26 | 2 | 13 | 9 | -22 | -3.6
Cc1ccc(NC(=O)CSc2n[nH]c(C)c2[N+](=O)[O-])cc1C | 0 | 3 | 1.2 | 24 | 1 | -4 | 5 | 11 | -2.2
COCc1nc2oc3ccc(F)cc3c(=O)c2cc1C(=O)OC | 4 | -1 | -0.6 | 2 | x | 2 | -10 | -1 | -1.3
Cc1cc(C)cc(Nc2nc3ccccc3c(=O)[nH]2)c1 | -4 | -3 | 1.2 | 12 | 3 | 1 | 3 | -3 | -0.9
COc1ccc(/C=C/C(=O)NC(=S)NCC2CCCO2)cc1 (configuration not stated) | -7 | -2 | -3.0 | -4 | 6 | -5 | 1 | -21 | -2.9
COc1ccc(OC)c(NC(=O)c2ccc(CSc3nnc(C)s3)cc2)c1 | 4 | -3 | -4.7 | 4 | 1 | 2 | -15 | -28 | -3.2

Entries of single compounds as entered above. Order of values: IDE cell activ, HCV NS3 hel inh, VIM-2 inhibitor, SUMO HTRF inh, IDE cell inh, PfM18AAP inh, pCIP destab, FID counter, IMP-1 inh
`Nc1cc(N)nc(SCC(=O)N2CCN(S(=O)(=O)c3ccccc3)CC2)n1` as listed: 4, 2, -2.0, 18, 6, 4, 0, -14, -3.4
`Cc1occc1C(=O)NNC(=O)c1ccccc1[N+](=O)[O-]` as listed: 8, 7, -2.6, 15, 0, -14, -12, -5, -1.9
`CCOc1ccc(Nc2cc(=O)oc3ccccc23)cc1` as listed: 1, -4, -1.4, 21, 1, 0, 3, -2, -1.9

New compounds follow:
SMILES | IDE cell activ | HCV NS3 hel inh | VIM-2 inhibitor | SUMO HTRF inh | IDE cell inh | PfM18AAP inh | pCIP destab | FID counter | IMP-1 inh
CCCS(=O)(=O)N1CCC(C(=O)NCc2ccccc2Cl)CC1 | 10 | 0 | -4.0 | 11 | 0 | 5 | -6 | -4 | -2.9
COC(=O)c1[nH]c2c(c1C)C(=O)CC(c1cccs1)C2 (configuration not stated) | 2 | 3 | -1.5 | -6 | 0 | 4 | 34 | -10 | -1.4
C/C(=N\NC(=O)CSCc1ccc(Cl)cc1)c1ccc(NC(=O)c2ccccc2)cc1 | -2 | 4 | -3.8 | 14 | 6 | -12 | 2 | 0 | -2.6
Cn1cccc1Cc1nnc(SCC(=O)NCC2CCCO2)n1-c1ccc(F)cc1 (configuration not stated) | 2 | -2 | -2.3 | -3 | 0 | -5 | 0 | -27 | -1.6
O=C(NCc1ccccn1)C1CCN(S(=O)(=O)N2CCC3(CC2)OCCO3)CC1 | 5 | -8 | -2.0 | -1 | 3 | 1 | -7 | -4 | -1.0
Cc1cccc(Nc2ncnc3onc(-c4cccc(Cl)c4)c23)c1C | 0 | -5 | -2.5 | -1 | 2 | -6 | -4 | -24 | -3.9
CC1CCCN(C(=O)Cn2c3ccccc3c3nc4n(c(=O)c32)CCS4)C1 (configuration not stated) | 2 | 0 | -1.3 | 5 | 3 | 5 | -7 | -29 | -1.8
O=C(c1cccc(Br)c1)N1CCN(C(=O)N2CCCCC2)CC1 | 4 | -4 | -0.4 | 1 | -2 | -3 | 5 | -19 | -2.6
